SR-BI HDL uptake – inhibitors of mouse SR-BI mediated HDL lipid uptake | ldlA[mSR-BI] CHO cells, DiI-HDL uptake fluorescence, 3 h | AID 488896 | 320,000 tested, 0.96% active | inhibition, % at 12.5 µM;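 active means mean replicate inhibition of at least 70% and a set share of replicates each scoring 70 or more; inconclusive means meets just one of the two criteria; inactive means fails both criteria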;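 further: 0% = median of neutral control wells and 100% = median of positive control wells; values of inactives mirror those of a sister screen read the other way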
Target sequence (Q61009 whole entry, looked up): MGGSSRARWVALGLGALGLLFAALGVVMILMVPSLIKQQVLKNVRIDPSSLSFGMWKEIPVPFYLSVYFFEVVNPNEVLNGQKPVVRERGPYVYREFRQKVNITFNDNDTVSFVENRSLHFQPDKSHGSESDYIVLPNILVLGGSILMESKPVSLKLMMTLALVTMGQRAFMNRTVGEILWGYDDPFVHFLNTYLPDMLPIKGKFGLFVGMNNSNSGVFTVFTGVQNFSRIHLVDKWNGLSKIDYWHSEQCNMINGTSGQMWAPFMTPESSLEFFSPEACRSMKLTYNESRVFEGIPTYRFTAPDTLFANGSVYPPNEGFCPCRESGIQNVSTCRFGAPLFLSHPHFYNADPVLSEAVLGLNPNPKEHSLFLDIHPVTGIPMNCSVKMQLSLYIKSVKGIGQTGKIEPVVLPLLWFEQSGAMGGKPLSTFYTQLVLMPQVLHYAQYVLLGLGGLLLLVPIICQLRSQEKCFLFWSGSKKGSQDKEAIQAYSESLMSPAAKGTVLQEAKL
Ecoli viability – counter-screen for AddAB inhibitors: E. coli growth inhibition; E. coli V3065 growth, OD600 absorbance, 18 h; inhibition, % at 11.9 µM; 330,000 tested, 0.27% active; AID 449728;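 active means inhibition above the campaign's mean inhibition across all tested compounds plus 3 SD, cut at about 9.9% in these data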;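 further: uninfected addAB+ strain grown without phage in ampicillin broth; 0% = DMSO wells and 100% = ciprofloxacin 0.95 µg/ml wells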
CAL PDZ FP-1 – inhibitors of human CAL PDZ peptide binding | Q9HD26 | purified CAL PDZ, TMR-peptide fluorescence polarization, 1 h | inhibition, % at 24.9 µM | 300,000 tested, 0.92% active | AID 602252;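 active means mean inhibition of at least 30% with at least half of replicates also reaching 30%; inconclusive means no clear call, values can overlap the other calls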;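 further: 0% = DMSO neutral control and 100% = excess unlabeled competitor peptide PRC23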
phage Ecoli inh – E. coli growth loss with phage present | growth absorbance | inhibition, % at 11.9 µM | 360,000 tested, 0.26% active | AID 651602; in the data active means inhibition above about 11%
Tat transport – blocks Tat-dependent protein export in E. coli; E. coli MC4100 TorA-mCherry Tat export, fluorescence; inhibition, % at 10 µM; 340,000 tested, 0.036% active; AID 488895;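 active means mean replicate inhibition at least 50% and at least half of replicates individually reaching 50%; inconclusive means only one of the two criteria met; inactive means neither criterion met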;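 further: exported cargo escapes ClpAP degradation while cytoplasmic cargo is degraded and loses fluorescence; 0% = median of neutral control wells and 100% = median of NaSCN control wells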
SR-BI uptake up – activators of SR-BI mediated HDL lipid uptake; CHO ldlA[mSR-BI] cells, DiI-HDL uptake fluorescence, 3 h; 100 = double the neutral-control signal; 320,000 tested, 0.096% active; activation, % at 12.5 µM;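 active means mean replicate activation of at least 60% and every replicate at or above 60%; inconclusive means mean or all-replicate condition met, but not both; inactive means mean below 60% and not all replicates reaching 60%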;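 further: 0% = median plate neutral-control signal and 100% = twice that signal; values of inactives mirror those of a sister screen read the other way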
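Material: SR-BI-overexpressing, LDLR-lacking CHO cells; schedule: compound exposure 3 h, 37 °C; reagent: DiI-labelled HDL at 10 µg/mL final; technique: bottom-read fluorescence, 550/595 nm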
MITF TRPM1 HTS – activators of MITF-driven TRPM1 promoter activity in SK-MEL-5 cells. SK-MEL-5 TRPM1-promoter luciferase, 24 h; % of positive control, neutral wells = 0. activation, % at 12.5 µM. 300,000 tested, 0.75% active;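 active means mean activation of at least 80% with every replicate also reaching 80%; inconclusive means mean reaches 80% but some replicate falls short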;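 further: 0% = neutral control wells and 100% = parthenolide positive control wells; values of inactives mirror those of a sister screen read the other way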
AddAB inh – less growth of phage-infected E. coli with AddAB. 330,000 tested, 0.29% active. E. coli expressing H. pylori AddAB, absorbance growth. inhibition, % at 11.9 µM; in the data active means inhibition above about 12%;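 further: 0% = vehicle wells of infected cells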
Wnt act – Wnt/beta-catenin pathway activation; 300,000 tested, 1.2% active; activation, % at 9.35 µM; Wnt/beta-catenin reporter cell assay, activator, plate reader; AID 743398; in the data active means activation above about 30%, passing the limit was not always enough; inconclusive means no clear call, values can overlap the other calls;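 further: 0% = neutral control wells and 100% = positive control wells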
CAL PDZ FP-2 – inhibitors of human CAL PDZ peptide binding. 330,000 tested, 0.02% active. AID 504414. inhibition, % at 20 µM. Q9HD26. purified CAL PDZ, TMR-peptide fluorescence polarization, 1 h;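 active means highest replicate inhibition of at least 40%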;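 further: plate controls were DMSO neutral control wells for no effect and unlabeled competitor peptide control wells for full effect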
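Material – purified CerCALP PDZ construct · Detection – FP readout, S and P plane fluorescence · Measure – percent inhibition from loss of millipolarization · Controls – unlabelled peptide for full inhibition, DMSO wells as neutral · Probe or stimulus – TMR-labelled reporter peptide T*-PRC34 bound in PDZ groove · Times – 1 h at RT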
* hit, by the source's call; ? = inconclusive; . = not tested or not shown.

SMILES	SR-BI HDL uptake	Ecoli viability	CAL PDZ FP-1	phage Ecoli inh	Tat transport	SR-BI uptake up	MITF TRPM1 HTS	AddAB inh	Wnt act	CAL PDZ FP-2
CCOC(=O)C1=C(C)N=c2s/c(=C\c3cccc(OCC(=O)O)c3)c(=O)n2C1c1ccccc1 (centres undefined)	4	.	-1	-0.1	2	-4	.	.	1	-0.7
O=C(COC(=O)CNC(=O)c1ccc(Br)cc1)NCCC1=CCCCC1	-28	-0.1	-3	2.1	-15	28	12	-0.3	0	-2.6
CCc1ccc(/C=N/NC(=O)C(=O)NCCCN2CCOCC2)cc1	-29	-1.2	.	3.7	-2	29	-4	7.8	-2	-1.0
CCc1ccc(OCC(=O)NNC(=O)CNC(=O)c2ccc(Br)o2)cc1	-13	-1.2	-7	3.5	6	13	4	-0.3	1	-0.1
CCn1nc(NS(=O)(=O)c2ccccc2)c2cc3cccc(C)c3nc21	3	0.5	-8	1.9	-7	-3	4	0.8	.	-1.8
O=C(NCc1ccc(Cl)cc1)c1cnn2ccccc12	-14	-1.6	-4	-0.5	-5	14	96*	-1.2	9	-1.1
CC(C)OCCCNC(=O)C(=O)NCCCOC(C)C	-16	-0.6	2	0.2	3	16	.	3.8	-2	.
O=C(O)COc1ccccc1/C=N/NC(=O)Cc1ccccc1	.	0.1	-5	2.1	-11	.	6	2.2	3	-0.9
Fc1ccc(Nc2cccc3nccnc23)cc1	3	0.7	-3	0.6	2	-3	17	5.2	8	0.5
CC1CCN(C(=O)C(C)NCc2ccc(F)cc2)CC1 (centres undefined)	-19	-1.4	-3	1.2	5	19	-7	1.2	-4	-0.5
CCCCCCCC(=O)NC1=NC(=O)C(C)(C)S1	-1	0.7	.	4.4	-6	1	.	1.6	-1	-1.5
COc1cc(/C=N/NC(=O)c2ccncc2)ccc1OCc1cnc(Cl)s1	30	0.7	.	2.9	20	-30	30	-0.2	18	-3.2
O=C(Nc1cccc(C(=O)O)c1)/C(=C/c1cccc([N+](=O)[O-])c1)NC(=O)c1cccc(Br)c1	6	-2.2	-7	2.5	-4	-6	3	2.3	0	-0.8
COc1ccc2[nH]cc(C(=O)CN3CCC(C)CC3)c2c1	4	-1.2	-4	1.0	0	-4	40	3.4	.	-1.2
C[C@@H]1COC(=O)[C@H](CC(=O)OC(C)(C)C)C/C=C\C[C@@H](CC(=O)N(CCO)Cc2ccccc2)C(=O)N1	-10	1.4	-2	0.9	-1	1	6	3.2	-2	-0.6
C[C@H](NC(=O)c1nc[nH]c1C(=O)NCC(=O)OC(C)(C)C)c1ccccc1	-19	-2.6	-9	1.4	?	19	5	-0.3	1	-0.6
Cc1cc(=O)oc(C)c1C(=O)NCc1ccccc1	-19	1.1	2	-0.6	9	19	-1	-0.3	-4	.
CCN(Cc1ccccc1)S(=O)(=O)c1ccc(C(=O)Nc2nnc(C)o2)cc1	1	-2.2	-4	-1.6	16	-1	-10	-1.8	0	-1.7
O=c1cc(N2CCN(c3ccccc3)CC2)[nH]c(=O)n1Cc1ccc(F)cc1	12	3.1	.	1.4	4	-12	0	-1.8	24	-0.2
Cn1c(=O)c2c(ncn2CC(=O)OCC(=O)NCc2ccc(Cl)cc2)n(C)c1=O	-34	1.5	-1	2.8	-1	34	-3	2.5	0	0.2
COc1ccc(CNC(=O)C/C(C)=N/NC(=O)c2ccc([N+](=O)[O-])cc2Cl)cc1	10	0.2	-4	4.2	3	-10	-5	0.3	-2	-0.5
Cc1cc(=O)cc(C)n1-c1ccc(Cl)c(Cl)c1	.	-2.1	-3	0.0	-2	.	-9	4.2	3	-2.3
C[C@]12C(=O)N(c3ccc(C(F)(F)F)cc3)C(=O)N1[C@@H]1c3ccccc3OC[C@@H]1[C@H]2c1ccccc1	52	1.2	-7	4.2	-1	-52	8	3.6	-5	0.1
CCCCN(C(=O)CSCC(=O)Nc1ccc(C)cc1)c1c(N)n(CCCC)c(=O)[nH]c1=O	-22	0.9	-1	2.3	-8	22	-7	0.7	0	-1.5
O=C(C1Cc2ccccc2CN1S(=O)(=O)c1cccs1)N1CCCCC1 (centres undefined)	-5	-0.5	.	2.5	1	5	1	0.8	.	-0.7
C=CCn1c(SCc2ccc(Cl)cc2)nc2c1c(=O)[nH]c(=O)n2C	-5	4.2	1	-2.0	7	5	24	1.6	.	-2.6
Nc1nn(-c2ccccc2)c(N)c1N=Nc1cccc(F)c1	.	-2.0	.	4.6	.	.	.	2.1	20	.
Cc1cc(N2CCCC2)c(C)cc1C=O	0	2.1	-2	1.6	-6	0	15	1.2	.	0.0
CCN(CC)S(=O)(=O)c1ccc(O)c(C(=O)OCC(=O)NC23CC4CC(CC(C4)C2)C3)c1	-22	0.3	11	3.4	3	22	-10	-0.7	-3	-0.9
COCCn1c(CN2CCc3ccccc3C2)nc2c1c(=O)n(C)c(=O)n2C	-8	-0.2	-3	2.6	-1	8	1	1.9	-7	-1.9
Cc1ccc(S(=O)(=O)NNC(=S)NC(C)(C)C)cc1	.	0.5	.	2.1	.	.	.	0.6	-1	.
Cn1ccnc1Sc1cc(Cl)ccc1[N+](=O)[O-]	-8	5.3	-3	5.2	-2	8	-2	2.4	-1	-0.7
CCN(CC)c1nc(N)c([N+](=O)[O-])c(NCCO)n1	-16	-0.3	-2	4.0	-11	16	4	1.4	-3	0.2
O=Cc1ccc(N2Cc3ccccc3C2)cc1	-3	-1.7	-2	2.1	-4	3	.	-0.2	3	-0.5
CCC(Oc1ccccc1)C(=O)Nc1nnc(C)s1 (centres undefined)	-14	1.7	-20	1.8	1	14	.	1.9	0	-5.1
CC(=O)c1c(C)[nH]c(C(=O)Nc2ccc(Cl)cc2)c1C	70	3.1	-7	2.9	0	-70	77	7.7	14	-4.6
Cc1cc(C(=O)N(C)Cc2c(F)cccc2Cl)c2ccccc2n1	-4	-1.7	-4	-0.3	-27	4	-7	-0.1	3	-3.2
COc1ccc(OC)c(NC(=O)COC(=O)CNC(=O)c2ccc(OC)c(OC)c2)c1	-2	0.6	-3	-0.3	-6	2	.	-1.8	.	-0.3
O=C(Nc1nc(-c2ccccn2)cs1)C1CC1	-7	-7.7	-7	-5.7	0	7	47	-2.6	10	-0.7
Cc1cccc2nc(CSC(=N)N)c(Br)n12	6	-2.1	4	0.4	-2	-6	-10	-2.1	1	-1.1
CSc1cccc(NC(=S)Nc2cc(C)ccc2C)c1	31	2.2	1	1.8	-2	-31	9	4.5	10	-2.4
CC1CCN(C(=O)Cn2c(=O)oc3ccccc32)CC1	-17	-1.6	-2	2.5	-4	17	-1	0.8	0	-0.2
Cn1c(=O)c2c(nc(CN3CCN(CCO)CC3)n2CCc2ccccc2)n(C)c1=O	-34	-0.9	0	2.5	-3	34	1	0.2	3	-1.1
CCOc1ccc(CCNC(=O)Cn2c(=O)c3cccn3c3cccnc32)cc1	57	-2.2	.	3.1	-11	-57	-2	2.5	-1	-0.7
CCOC(=O)C1CCN(S(=O)(=O)c2cc(C(=O)OC)n(C)c2)CC1	-26	-1.8	.	3.6	3	26	-4	-0.4	-2	0.2
CC(=O)C1=C(O)C(=O)N(Cc2cccnc2)C1c1ccc(O)cc1 (centres undefined)	-14	1.5	-8	4.7	-12	14	-5	3.1	0	.
CCC(C(=O)OCC(=O)N1C(C)CCCC1C)c1ccccc1 (centres undefined)	0	-2.1	-4	2.0	-6	0	1	0.0	2	.
Cc1ccc(S(=O)(=O)NCCC(=O)NCCc2ccccc2)cc1	15	.	-5	4.5	2	-15	23	.	7	-1.3
COc1cc2ccccc2cc1C(=O)Nc1ccc(Br)cn1	46	.	-1	1.5	2	-46	62	.	8	1.5
CC(C(=O)Nc1ccc2nccnc2c1)N1C(=O)C2C3C=CC(C3)C2C1=O (centres undefined)	5	-0.7	.	2.2	-5	-5	8	1.5	0	0.2
CCn1c(SCC(=O)Nc2nc(C)c(C)s2)nnc1-c1cccnc1	-47	1.6	.	0.7	-1	47	-11	0.1	-3	-2.0
COCCn1c(=S)[nH]c2cc(C(=O)N3CCc4ccccc43)ccc2c1=O	6	0.7	-4	-0.2	0	-6	-28	0.6	.	-1.6
O=C(CCl)Nc1cc(-c2ccccc2)nn1-c1ccccc1	-3	0.0	-5	0.4	-1	3	.	0.8	.	-2.9
CC(=O)c1cccc(S(=O)(=O)N2CCN(c3ccccc3F)CC2)c1	.	1.1	-5	-1.1	10	.	4	1.0	-2	0.4
O=C1CCCc2ccccc2N1Cc1ccc(Cl)cc1	-13	3.4	-1	1.8	0	13	6	5.5	.	-1.4
O=C(NCCCN1CCCCC1)c1ccc(CS(=O)c2ccc(F)cc2)o1 (centres undefined)	-18	-1.3	.	1.3	0	18	3	-0.1	-6	0.7
CC(C)c1nc2cc(C(=O)N3CCNC(=O)C3c3cccc(F)c3)ccc2o1 (centres undefined)	-3	0.6	-5	0.9	3	3	2	2.0	0	-3.3
O=C(COC(=O)c1ccc(S(=O)(=O)N2CCOCC2)cc1)NC1CCCCCC1	-7	-0.8	-6	3.7	10	7	-1	-0.7	-5	-1.4
Cc1ccc(S(=O)(=O)NCC(=O)OCC(=O)NCc2ccco2)cc1	-6	1.9	.	2.1	1	6	-8	0.0	4	-0.7
CC(C)(C)c1ccc(S(=O)(=O)NCCc2ccncc2)cc1	-3	-2.1	-5	1.3	9	3	7	-0.2	.	-0.6

The list goes on:
SMILES	SR-BI HDL uptake	Ecoli viability	CAL PDZ FP-1	phage Ecoli inh	Tat transport	SR-BI uptake up	MITF TRPM1 HTS	AddAB inh	Wnt act	CAL PDZ FP-2
CCc1ccc(C(=O)CSc2n[nH]c(C)n2)cc1	-11	1.0	-3	4.1	6	11	32	3.2	8	1.1
CCCCCCCOc1ccc(C2(C)NC(=O)NC2=O)cc1 (centres undefined)	-3	-0.9	.	0.2	6	3	-2	2.5	-1	0.2
COc1ccc(Nc2c3ccccc3nc3ccccc23)cc1	30	2.7	-2	6.7	-4	-30	.	3.3	-2	1.6
CC1CCCCN1C(=O)NC12CC3CC(CC(C3)C1)C2 (centres undefined)	-1	-2.7	1	0.2	0	1	-11	-1.2	.	-1.6
CCOc1ccc(C(=O)Nc2ccc(N3CCCC3)cc2)cc1	77*	0.2	-4	1.7	-6	-77	2	-0.3	.	1.1
O=C(COc1ccccc1)NNC(=O)c1cccs1	-49	-0.4	-1	2.0	-3	49	-1	1.4	.	-1.7
CS(=O)(=O)N1CCC(C(=O)Nc2ccccc2)CC1	0	-1.2	11	1.3	-2	0	-5	0.9	.	-1.3
CCN1CCc2c(C#N)c(N3CCOCC3)nc(NCc3ccccc3)c2C1	-5	.	-3	4.8	13	5	24	.	.	-0.7
CC(=O)N1CCN(c2ccc(NS(=O)(=O)c3ccc(C)cc3)cc2)CC1	.	0.1	3	-0.9	0	.	-3	1.2	-2	-1.7

Screening data as filed in PubChem.
